# From PubChem
# HepG2 tox: kills HepG2 cells in TGF-b inhibitor counter-screen | Potency, µM (doses to about 46.1 µM), for the others: top-dose activity change, negative = cytotoxicity, hits mostly cytotoxic | HepG2 CAGA-GFP viability, ATP luminescence, 18 h | hit rate 0.76% among 410,000; further: potency means the concentration at half of the fitted maximal effect; some results filed as inactive show a strong effect at the top dose
#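 CellTiter-Glo luminescence gave cytotoxicity after 18 hours at 37 degrees C. The cells were HepG2 CAGA-GFP in 1% FBS DMEM, stimulated with 500 pg/mL TGF-beta after compound addition. %Activity was normalised to no-cell wells (complete cell-killing) and DMSO (no toxicity), and curves were fitted and classified.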
# A549 tox: A549 cytotoxicity, counter-screen for Nrf2 inhibitors. AID 504648. hit rate 0.16% among 390,000. Potency, µM (highest dose often 46 µM), without a hit: at the highest dose activity change, negative = cytotoxicity, usual class: inhibitors. A549 ARE-Fluc cells, CellTiter-Fluor viability, 18-24 h; further: potency means the concentration at half of the fitted maximal effect; on the % scale 0 is the no-effect control and ±100 the full control effect
#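 A549 ARE-Fluc cells in 5% FBS OPTI-MEM, 5000 cells/well, rested 2 h then exposed to compounds in concentration-response for 18-24 h at 37 °C. Viability by CellTiter-Fluor fluorescence (Ex 405/Em 525) after 30 min; luciferase luminescence (BugLite, 15 min, RT) read afterwards.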
# CCT modulator: changes cytosolic chaperonin activity | purified chaperonin ATPase assay, HTRF ADP detection, 30 min | activity change, % (test concentration not listed), hits read low | hit rate 0.3% among 360,000; in the data active means activity change below about -30%; further: on the % scale 0 is the no-effect control and ±100 the full control effect
#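 TRiC at 40 or 20 nM final (batch-dependent) in 30 mM Tris pH 7.4, 100 mM KCl, 5 mM MgCl2, 1 mM DTT, with compound at single 76 uM and 10 uM ATP, 30 min at 37 deg C. ADP detected by HTRF Transcreener, 665/615 ratio.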
# TGFb inhibitor: TGF-b pathway inhibition; HepG2 CAGA-GFP TGF-b/SMAD3 reporter, GFP fluorescence, 18 h; TGF-beta stimulated, 500 pg/mL final; Potency, µM (series often up to 46.1 µM), for inactives: at the top dose activity, negative = inhibition, actives largely listed as inhibitors; hit rate 1.2% among 410,000; AID 588855; further: potency means the concentration at half of the fitted maximal effect; on the % scale 0 is the no-effect control and ±100 the full control effect; nearly all actives have a fitted effect of over 65% in size
#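 Smad-responsive CAGA-GFP expression was quantified in HEPG2 cells exposed to compounds and 500 pg/mL final TGF-beta for 18 h at 37 degrees C; unstimulated wells defined full inhibition.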
# Nrf2 block: Nrf2 pathway inhibition; A549 ARE-Fluc reporter, luciferase luminescence, 18-24 h; Potency, µM (series often up to 46 µM), inactives show at the top dose activity change, negative = inhibition, usual class: inhibitors; hit rate 2.1% among 360,000; AID 504444; further: potency means the concentration at half of the fitted maximal effect; on the % scale 0 is the no-effect control and ±100 the full control effect; nearly all actives have a fitted effect of over 60% in size
#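 A549 ARE_Fluc cells, 5000/well, 5% FBS OPTI-MEM; compounds in dose-response, 18-24 h at 37 °C/5% CO2; CellTiter-Fluor viability read (Ex 405/Em 525), then BugLite luciferase luminescence = Nrf2 activity.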
# Nrf2 activator: activates Nrf2 signaling; Potency, µM (highest dose often 46.1 µM), inactives show at the highest dose activation, usual class: activators; AREc32 ARE-luciferase reporter (MCF7-derived line), luminescence, 24 h; hit rate 0.31% among 410,000; further: potency means the concentration at half of the fitted maximal effect; % of control where 0% means no effect; nearly all actives have a fitted effect of over 65% in size
#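 AREc32_Fluc, 1000 cells/well, OPTI-MEM + 5% FBS, o/n 37 deg C 5% CO2; 23 nL cpd by pin tool, 24 hr; Steady-Glo 30 min RT, luminescence.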
# Mm-Cpn inhibitor: inhibitors of Methanococcus maripaludis chaperonin (MmCpn). purified Mm-Cpn ATPase, ADP Transcreener TR-FRET. Potency, µM (top dose mostly 76.9 µM), without a hit: top-dose activity, negative = inhibition, most hits filed as inhibitors. hit rate 0.031% among 330,000. AID 504842; further: potency means the concentration at half of the fitted maximal effect; on the % scale 0 is the no-effect control and ±100 the full control effect; nearly all actives have a fitted effect of over 80% in size
#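 Eu-cryptate anti-ADP/ADP-d2 competition gives a ratio inversely related to ADP. Enzyme at 25 nM was pre-exposed to compound for 10 min, then given 10 uM ATP for 30 min, 37°C throughout.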
# Akt phos inh: inhibitors of Akt phosphorylation | Neuro2A IGF-stimulated pAkt S473 HTRF, 20 min; hits give low values | activity change, % for hits at 50 µM | hit rate 0.32% among 360,000 | AID 651550; in the data active means activity change below about -80%; inconclusive means mostly about -51% to -80%; further: on the % scale 0 is the no-effect control and ±100 the full control effect
#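 Single-point screen (50 µM final compound) in Neuro2A cells stimulated 20 min with 6 nM IGF at 37 deg C. After lysis, Ser473-phosphorylated Akt read by HTRF (ex 330 nm, em 615/665 nm) as the 665/615 ratio.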
# S2 tox: reduces viability in counter-screen for ATXN expression inhibitors; S2 cells (HEK-293 line with an ATXN2-luciferase reporter) viability, CellTiter-Fluor protease fluorescence, 24 h; Potency, µM (titrated, usually from 56.7 µM), actives largely listed as cytotoxic; hit rate 0.49% among 400,000; AID 651635; further: potency means the concentration at half of the fitted maximal effect; nearly all actives have a fitted effect of over 40% in size
# An asterisk follows results filed as active; i = inactive; ? = inconclusive; · = no result given; [ ] = another dose, or the depositor's remark. Unless noted, the call rests on the fitted dose curve; in most records, active means well fitted curve in the direction sought with a large enough effect; inconclusive means small, poorly fitted or top-dose-only effect, or another doubt; inactive means no such curve, though single readings can be large; an effect the other way counts as inactive or inconclusive. Random draw from the library, and some 4.4% of all compounds hit somewhere here.
SMILES,HepG2 tox,A549 tox,CCT modulator,TGFb inhibitor,Nrf2 block,Nrf2 activator,Mm-Cpn inhibitor,Akt phos inh,S2 tox
C=CCNC(=O)C(=O)NN=C1CCN(C)CC1,-2%,-5%,1.2,?,11%,-0.3%,-1%,i,i
CCOC(=O)C1CCCN(CCSc2ccc(C)cc2)C1 (stereo not drawn),4%,0%,2.0,7%,18%,2.5%,3%,i,i
C/C(=N/NC(=O)COc1cc(C)ccc1C(C)C)C(=O)O,-3%,12%,0.1,-9%,?,-0.3%,-1%,i,?
CCCN(C(=O)CSCc1ccccc1C)c1c(N)n(Cc2ccccc2)c(=O)[nH]c1=O,-42%,-8%,0.2,-63%,6%,-0.6%,-2%,i,i
O=C(Nc1nc(-c2cccs2)cs1)c1ccc(S(=O)(=O)N2CCCCC2)cc1,-37%,-5%,-1.0,?,21µM*,12%,45µM*,i,i
O=C(Nc1ccc(F)cc1F)C(Cc1ccccc1)N1Cc2ccccc2C1=O (stereo not drawn),-14%,0%,·,-14%,-15%,-0.6%,·,·,·
O=C(CCOc1ccccc1)NCC(c1ccco1)N1CCCCC1 (stereo not drawn),-10%,1%,-4.3,2%,5%,0.3%,0%,i,i
COc1ccc(OC)c(NS(=O)(=O)c2ccc(Cl)s2)c1,-19%,3%,-3.8,0%,-6%,-0.1%,1%,i,i
NC(=O)NC(=O)CC1S/C(=N/N=C2\CSC(=O)N2)NC1=O (stereo not drawn),-1%,-7%,0.1,8%,-4%,-0.9%,-8%,i,i
O=C(Nc1ccc2c(c1)OCO2)C1CC(c2cccc(Br)c2)=NO1 (stereo not drawn),-2%,1%,-1.1,4%,2%,-0.4%,-1%,i,i
Cc1ccc(N(C(=O)c2sc(C)nc2C)C(C(=O)NC(C)(C)C)c2ccncc2)cc1 (stereo not drawn),1%,2%,-1.3,4%,-1%,-0.5%,-3%,i,i
CCCCc1ccc(NC(=O)C2CCN(S(C)(=O)=O)CC2)cc1,-3%,-8%,-1.7,12%,-4%,0.4%,1%,i,i
Cc1cccc(CSCCNC(=O)CN2C(=O)c3ccccc3S2(=O)=O)c1,16%,3%,0.3,3%,0%,-0.5%,-6%,i,i
CCCCn1c(=O)n(CC(O)c2ccccc2)c(=O)c2c1ncn2C1CCCC1 (stereo not drawn),2%,0%,-3.2,-3%,-18%,0.3%,0%,i,i
Cc1ccc(N2CCN(S(=O)(=O)N3CCCCC3)CC2)cc1C,13%,5%,1.2,16%,16%,0.3%,1%,i,i
O=C(NCCc1ccc(O)cc1)c1ccc(Cl)cc1,8%,-10%,-4.1,0%,?,6.9%,-1%,i,i
COc1ccc(C)cc1N(CC(=O)NC1CCCC1)C(=O)CCC(=O)Nc1cc(C)on1,-17%,-3%,-0.6,2%,-16%,-0.3%,2%,i,i
O=c1c2ccccc2nc(-c2ccc(Cl)cc2Cl)n1CCCn1ccnc1,-1%,-2%,-0.1,38%[activator],·,0.7%,0%,i,i
CCN(CC)c1ccc(NC(=O)CCc2nnc3ccc(N4CCCC4)nn23)c(C)c1,-28%,4%,-1.6,1%,-21%,0.3%,1%,i,i
O=C(Cc1ccccc1)NNS(=O)(=O)c1ccc([N+](=O)[O-])cc1,-10%,0%,-2.9,-25%,-15%,-0.2%,-2%,i,i

# Among those listed so far, 2 contain a thiophene ring, fused or not:
SMILES,HepG2 tox,A549 tox,CCT modulator,TGFb inhibitor,Nrf2 block,Nrf2 activator,Mm-Cpn inhibitor,Akt phos inh,S2 tox
O=C(Nc1nc(-c2cccs2)cs1)c1ccc(S(=O)(=O)N2CCCCC2)cc1,-37%,-5%,-1.0,?,21µM*,12%,45µM*,i,i
COc1ccc(OC)c(NS(=O)(=O)c2ccc(Cl)s2)c1,-19%,3%,-3.8,0%,-6%,-0.1%,1%,i,i

# Further records.
SMILES,HepG2 tox,A549 tox,CCT modulator,TGFb inhibitor,Nrf2 block,Nrf2 activator,Mm-Cpn inhibitor,Akt phos inh,S2 tox
COc1ccc(NC(=S)NCCCc2ccccc2)cc1,-30%,2%,2.3,-34%,12%,0.4%,0%,i,?
COc1ccc(N=C2SCC(=O)N2Cc2ccccc2)cc1,-21%,-1%,-3.8,11%,?,3.1%,-1%,i,i
CCOc1ccccc1NC(=O)NCc1ccccc1,3%,-3%,2.3,0%,-5%,-0.2%,-1%,i,i
Cc1ccccc1CNC(=O)C(=O)NCC(c1cccs1)S(=O)(=O)c1ccc(Cl)cc1 (stereo not drawn),-34%,-5%,·,?,·,-0.2%,·,·,i
CCOc1ccc(CCNC(=O)c2nn(C)c3c2CS(=O)(=O)c2ccccc2-3)cc1,-5%,-1%,1.2,4%,?,0.2%,1%,i,?
Cc1ccc(O)c(CNCCNCc2cc(C)ccc2O)c1,-64%,-3%,-1.7,?,?,-2.6%,0%,i,i
Cc1cc(C)c(C)c(S(=O)(=O)NCc2ccc(C(=O)N3CCN(C)CC3)cc2)c1C,-5%,-8%,-5.2,1%,1%,-0.2%,2%,i,·
CC(C)C(=O)Nc1c2c(nn1-c1ccccc1)CSC2,-8%,0%,-3.3,-10%,-4%,-1.0%,1%,·,i
O=c1cc(N2CCN(Cc3ccccc3)CC2)c(-c2ccccc2)n[nH]1,-5%,4%,-0.6,2%,3%,-0.5%,?,i,i
S=c1nc(-c2ccccc2Cl)n(Cc2cccnc2)c2c1CCCC2,-80%,0%,-0.5,9%,26%,0.0%,-3%,i,i
CC(C)(C)OC(=O)N(CCc1ccccc1)Cc1ccccc1OCc1ccc(NC(=O)C2CCCC2)cc1,-10%,-1%,-7.1,-1%,0%,1.2%,·,i,i
N#Cc1ccc(CSc2nnc(-c3ccc(Br)cc3)o2)cc1,12%,-6%,·,12%,18%,-0.7%,·,·,i
Cc1ccc(C)c(N2CCN(c3ncnc4c3nc3n4CCCC3)CC2)c1,0%,4%,·,-1%,?,-0.7%,·,·,·
CC1(C)OC2CCN3C(C(O)COS3(=O)=O)C2O1 (stereo not drawn),18%,7%,-1.5,8%,7%,-0.2%,1%,i,i
CC(C)(C)NC(=O)COC(=O)CCC(=O)c1ccc(Cl)cc1,21%,-2%,-0.5,22%,-3%,-0.1%,1%,i,i
c1ccc2c(c1)CCN(c1ncnc3c1[nH]c1ccccc13)C2,-61%,-25%,0.0,?,5.8µM*,1.9%,-1%,i,?
O=C(NC1CCCC1)c1ccc(CS(=O)(=O)c2ccc(Br)cc2)o1,3%,5%,0.5,5%,6%,-0.8%,2%,i,i
CCn1cc(/C=N/NS(=O)(=O)c2ccc(OC)cc2)c(C)n1,2%,8%,0.3,-2%,·,0.7%,2%,i,i
CC(C)Cn1c(SC(C)C(=O)Nc2ccc3c(c2)OCCO3)nc2ccccc2c1=O (stereo not drawn),-28%,-1%,-4.8,-20%,-21%,-0.1%,1%,i,i
Cc1ccc(-c2cc(C(F)F)n3ncc(C(=O)N4CCN(c5cccc(C)c5C)CC4)c3n2)cc1,1%,-21%,-1.7,1%,?,-0.4%,·,i,i
Cc1ccc(C(=O)Nc2ccccc2C(=O)OCc2cc(=O)n3nc(C4CC4)sc3n2)cc1,2%,0%,·,18%,·,0.5%,·,·,i
CC(C)Cn1c(N)c(C(=O)COC(=O)COc2cccc(C(F)(F)F)c2)c(=O)n(C)c1=O,-6%,-11%,-6.7,-3%,-1%,-0.3%,0%,i,i
COCCCNC(=O)c1cccc2c(=O)c(C)c(-c3ccccc3)oc12,-1%,-2%,1.2,-12%,-11%,1.7%[9.22 µM],1%,i,?
CCOc1cccc(CNCCO)c1OCc1ccc(Cl)cc1,-32%,18%,-1.6,-16%,-4%,1.7%,0%,i,i
Cc1cccc(CC(=O)NCC2CCCCC2)c1,-29%,13%,-0.2,-4%,18%,6.5%,2%,i,?
Nc1[nH]nc2nc(-c3ccccc3)[nH]c(=O)c12,12%,1%,1.5,3%,10%,0.1%,-2%,i,i
COc1cccc2sc(=NC(=O)CS(=O)(=O)c3ccc(F)cc3)n(C)c12,2%,1%,-2.0,?,-24%,0.2%,-3%,i,i
Cc1ccc(C(=O)NNC(=O)CSc2nnc(C3CC3)n2C)cc1,-8%,5%,1.2,-7%,2%,-0.3%,-1%,i,i
CC(C)c1nc(-c2ccccn2)no1,-14%,·,-0.4,-5%,11%,2.9%,-1%,i,i
O=c1oc2ccccc2c(O)c1C=Nc1cccnc1,-28%,-4%,-0.6,?,?,0.1%,-5%,i,?
O=C(c1cc(F)ccc1F)C1CCCN(C(=O)CCCN2CCCCC2=O)C1 (stereo not drawn),2%,3%,1.0,0%,6%,-0.9%,0%,i,i
CC(C)(C)c1ccc(C(=O)NNC(=O)Cc2cccc3ccccc23)cc1,-16%,0%,-1.0,-25%,-9%,-0.1%,2%,i,?
CCN(C[C@H]1N[C@@](Cc2ccccc2)(C(=O)OC)[C@H]2C(=O)N(Cc3ccccc3)C(=O)[C@@H]12)C(=O)Nc1ccc(Cl)cc1,-17%,-20%,-3.4,13µM*,?,6.5%,1%,i,?
O=C(Cc1ccccc1)c1c[nH]c(C(=O)C(Cl)(Cl)Cl)c1,-7%,6%,0.6,-17%,14%,-0.5%,3%,i,i
O=C(COc1nsnc1N1CCOCC1)N/N=C/c1ccccc1O,-54%,-9%,-1.4,-11%,-3%,0.0%,1%,i,i
CCOc1ccc(N(CC(=O)O)S(=O)(=O)c2cccnc2)cc1,-4%,-9%,-0.8,-8%,-2%,0.5%,0%,i,i
O=C(Cn1cnc2ccccc21)Nc1ccc2c(c1)OCCCO2,-2%,-15%,0.3,-12%,13µM*,0.3%,1%,i,i
O=[N+]([O-])c1cccc(/C=C/c2ccc3cccc(O)c3n2)c1,-25%,-5%,2.2,0%,15%,20%,3%,i,i
